SDO1 yeast rescue: sdo1-depleted yeast growth rescue; S. cerevisiae sdo1-depleted JHY4D growth rescue, OD600 30 h; hits give high values; pdr5 snq2 efflux-pump mutant strain; z-score at 10 µM; hit rate 0.21% among 140,000; AID 817;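 active means z-score above 3 at both the 24 hr and the 30 hr optical density reads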;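 further: z-score against mean and SD of all compound wells on the same plate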
INS promoter inh: TRM-6 insulin promoter activity inhibition; TRM-6 cells (human fetal islet line), insulin promoter-eGFP reporter, imaging; reporter expression induced with tamoxifen; inhibition, % at 2 µM; hit rate 0.9% among 130,000;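 active means inhibition above the mean plus 3 SD, with well images judged a real hit on visual review, cut at about 60% in these data, passing the limit was not always enough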
SDO1 yeast rescue Rescue 24 h: further read-out of SDO1 yeast rescue, marked with its call; z-score; S. cerevisiae sdo1-depleted JHY4D growth rescue, OD600; measured here: growth rescue at 24 h;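 0 is the plate mean of compound wells and units are plate SD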
* hit, by the source's call; . = no result given; [ ] = another dose, or the depositor's remark. Not all compounds are listed, so the mix of outcomes need not match the whole.

Values in the order: SDO1 yeast rescue, SDO1 yeast rescue Rescue 24 h, INS promoter inh
- CCc1cccc(CC)c1NC(=S)N(CCN(C)C)C(C)c1cccnc1 (stereo not drawn)
 : ., ., -15
- COc1ccc(OC)c(Nc2nc(N)nc(CSc3nnc(N)s3)n2)c1
 : 0.03, -0.8, 4
- COc1ccc(-c2ccnc(SCC(=O)Nc3ccccn3)n2)cc1
 : -0.64, -0.35, -6
- CC1(C)C(=O)Nc2ccccc2N1C(=O)COC(=O)C1CCCCC1
 : -0.03, 0.27, -26
- CNC(=S)N/N=C/c1c(Cl)cccc1Cl
 : 0.14, 0.69, 28
- CCCc1cc(=O)[nH]c(SCc2ccc(Cl)cc2)n1
 : -0.69, -0.59, 3
- CC(=O)Nc1cccc(OCC(=O)Nc2ccccc2)c1
 : 0.42, 0.22, 32
- O=C(CCN1C(=O)c2ccccc2S1(=O)=O)Nc1ccc2c(c1)OCCO2
 : 0.23, -0.09, -9
- NC(=O)N1CC(O)CC1C(=O)Nc1ccc(Cl)c(Cl)c1 (stereo not drawn)
 : 1.3[11 µM], 0.98, 0
- CC(C)C(c1nnnn1CC1CCCO1)N1CCN(C2CCCC2)CC1 (stereo not drawn)
 : 1.3, 2.3, .
- c1ccc(CCc2nc(-c3ccccc3)no2)cc1
 : 0.51, 0.05, 28
- CCSc1nncn1/N=C/c1ccc(OC)c(OC)c1
 : 0.46, -0.26, -3
- CC(Cc1ccccc1)C(=O)NCc1ccccn1 (stereo not drawn)
 : -0.32, -0.62, 5
- CC(=O)Cc1nsc(NC(=O)c2ccc(-c3ccccc3Cl)o2)n1
 : -0.88, -0.54, 4
- COc1cccc(OC)c1C(=O)Nc1cccc(C(C)=O)c1
 : -1.2, -1.5, -81
- CCCCCn1c(Sc2ncccn2)nc2c1c(=O)[nH]c(=O)n2C
 : -0.11, -0.32, 44
- CCOC(=O)CNC(=S)n1ncnc1N
 : ., ., 27
- COc1ccc(N2CCN(C(CNC(=O)C(C)(C)C)c3cccnc3)CC2)cc1 (stereo not drawn)
 : ., ., -6
- CC(C#N)Sc1nc2ccccc2c(=O)n1-c1ccccc1 (stereo not drawn)
 : -1.2, -1.1, .
- CC1CCCc2sc3nc(N4CCN(CCO)CC4)n4ncnc4c3c21 (stereo not drawn)
 : 0.17, 0.21, .
- CC(C)=C(NC(=O)c1ccccc1)C(=O)N1CCOCC1
 : 2.6, 3.9, .
- COc1ccc(-n2ccc(-c3nn(-c4cccc(C(F)(F)F)c4)ccc3=O)n2)cc1
 : -0.93, 0.02, 0
- CCN(C(=S)Nc1ccc(OC(F)F)cc1)C1CCCCC1
 : ., ., -21
- O=C(O)c1cc(Cl)ccc1NC(=O)C1CCCO1 (stereo not drawn)
 : -0.02, -0.26, 28
- O=C(Nc1ccc(N2CCOCC2)cc1N1CCOCC1)c1ccco1
 : -0.03, 0.23, -40
- COc1ccccc1-n1cnc2cc(NC(=O)c3ccco3)ccc21
 : 0.36, 0.38, -77
- COc1cc(C2Nc3ccc4ncccc4c3C3=C2C(=O)CCC3)cc(OC)c1O (stereo not drawn)
 : 0.82, 0.73, 62
- N/C(=N\OC(=O)c1cccc2ccccc12)c1cccc([N+](=O)[O-])c1
 : -1.9, -1.4, -6
- CCCCCOC(=O)CSc1nnc(-c2cc(OC)c(OC)c(OC)c2)o1
 : 0.46, 0.51, .
- O=C(Nc1ccc(S(=O)(=O)N2CCCCCC2)cc1)c1ccc(Br)o1
 : -0.12, 0.88, 9

Some of the entries above, reformatted:
SDO1 yeast rescue | SDO1 yeast rescue Rescue 24 h | INS promoter inh | Molecule
-0.64 | -0.35 | -6 | COc1ccc(-c2ccnc(SCC(=O)Nc3ccccn3)n2)cc1
-0.02 | -0.26 | 28 | O=C(O)c1cc(Cl)ccc1NC(=O)C1CCCO1 (stereo not drawn)
. | . | -6 | COc1ccc(N2CCN(C(CNC(=O)C(C)(C)C)c3cccnc3)CC2)cc1 (stereo not drawn)
0.23 | -0.09 | -9 | O=C(CCN1C(=O)c2ccccc2S1(=O)=O)Nc1ccc2c(c1)OCCO2
. | . | -21 | CCN(C(=S)Nc1ccc(OC(F)F)cc1)C1CCCCC1
-1.2 | -1.1 | . | CC(C#N)Sc1nc2ccccc2c(=O)n1-c1ccccc1 (stereo not drawn)
0.03 | -0.8 | 4 | COc1ccc(OC)c(Nc2nc(N)nc(CSc3nnc(N)s3)n2)c1

(next part)
Values in the order: SDO1 yeast rescue, SDO1 yeast rescue Rescue 24 h, INS promoter inh
- O=C(NCC1CCCO1)C(c1cccs1)N(C(=O)c1ccc(CN2CCOCC2)o1)c1ccc(Cl)cc1 (stereo not drawn)
 : 0.64, -0.06, -15
- COCCNC(=O)C(c1ccc(C)o1)N(C(=O)c1snc(C(N)=O)c1N)c1ccc(C)c(C)c1 (stereo not drawn)
 : 0.86, 1.1, 7
- Cc1cccc(NC(=S)N(Cc2cccs2)Cc2cc3cc(C)ccc3[nH]c2=O)c1
 : -0.77, -0.04, 8
- O=c1[nH]c(SCc2nc3ccccc3c(=O)n2-c2ccccc2)nc2ccccc12
 : -0.68, -0.24, .
- COc1ccc(CNS(=O)(=O)NCc2ccc(OC)c(OC)c2)cc1OC
 : ., ., 15
- CCCN1C(=O)/C(=C/c2ccco2)SC1=Nc1ccc(OC)cc1
 : -0.81, -0.7, 23
- O=C(NNC(=O)C1COc2ccccc2O1)c1cccc([N+](=O)[O-])c1 (stereo not drawn)
 : ., ., -29
- CC1C/C(=N\NC(=S)NC(C)C)CC(C)(C)C1 (stereo not drawn)
 : -0.74, -1, 23
- COC(=O)N/N=C\c1c(C)nn(-c2ccccc2)c1Cl
 : 0.06, -0.45, .
- O=C(CSc1ncccn1)NCc1ccc(Cl)cc1
 : ., ., -11
- COC(=O)c1cc2occc2n1Cc1ccc(Cl)cc1
 : -0.75, -0.92, 3
- COCC(C)NC(=O)c1cc(-c2ccc(O)cc2)on1 (stereo not drawn)
 : 0.48, 0.57, .
- CCOc1ccc(NC(=O)c2ccc(NC(=O)COC(=O)Cc3ccc(OC)cc3)cc2)cc1
 : ., ., 5
- O=C1CC(c2ccc(F)cc2)Cc2nc(N3CCN(c4ccccc4)CC3)ncc21 (stereo not drawn)
 : -0.87, 0.42, -12
- Cc1ccc(CSc2ccc(-c3cccs3)nn2)cc1
 : 0.21, 0.76, .
- COC(=O)C1=C(C)N=C2SC(C)C(=O)N2C1c1ccc(C(=O)OC)cc1 (stereo not drawn)
 : -0.53, -0.64, 0
- Cc1cccc(-n2c(N)c(-c3nc4ccccc4n3C)c3nc4ccccc4nc32)c1
 : -1.5, -1.3, -55
- COC(=O)[C@@H](NC(=O)Nc1cc(Cl)ccc1C)C(C)C
 : 0.44, 1.2, 21
- CC(C)(C)n1nc2c(c1NC(=O)c1cccc(C(F)(F)F)c1)CS(=O)C2 (stereo not drawn)
 : -1.2, -1.2, 20
- Cc1cc(C)cc(OCC(=O)Nc2nc3ccc([N+](=O)[O-])cc3s2)c1
 : -1.4, -0.9, 4
- Cc1cc(-c2ccc(Cl)cc2)oc(=O)c1NC(=O)c1ccccc1
 : 0.47, 0.37, 5
- CCOC(=O)c1c(-c2ccccc2)oc2ccc(O)c(CN3CCCC3)c12
 : -0.51, -0.81, -35
- O=C(c1ccccc1)N1CCCc2ccccc21
 : -0.51, -0.03, 57
- Cc1ccc(C(=O)CSC2=C(C#N)C(c3ccco3)CC(=O)N2)c(C)c1 (stereo not drawn)
 : 0.8, 1.5, .
- CC(NC(=O)CN(c1cccc(C(F)(F)F)c1)S(=O)(=O)c1ccc(Cl)c([N+](=O)[O-])c1)c1ccccc1 (stereo not drawn)
 : 0.97, 2.1, -20
- Cc1ccccc1C(=O)NNC(=S)NC(=O)c1ccc(Cl)cc1Cl
 : -0.46, -0.56, 18
- O=C(c1ccc(N2CCOCC2)cc1)c1cccs1
 : 0.04, -0.17, -7
- O=C(CNC(=O)C1CCCCC1)NCCCO
 : -0.35, -2, .
- O=C(NN=C1CCCCCCC1)c1ccc2ccccc2n1
 : ., ., 20
- NNc1nc(Nc2ccccc2)nc(Nc2ccccc2)n1
 : ., ., -75

Following part
Values in the order: SDO1 yeast rescue, SDO1 yeast rescue Rescue 24 h, INS promoter inh
- CC(C)(C)C1CCc2onc(C(=O)NC3CCCC3)c2C1 (stereo not drawn)
 : -1.1, -0.59, .
- O=C(CCN1C(=O)c2ccccc2C1=O)NCCN1CCOCC1
 : 0.74, 0.47, 5
- COc1ccc(C2(CNC(=O)/C=C/c3ccco3)CCCC2)cc1OC
 : -0.12, -0.15, .
- COc1cc2c(cc1OC)CN(C(=O)CSc1nc(C)cc(C)c1C#N)CC2
 : 0.21, 0.23, 50
- Cc1cc(C(=O)CN2C(=O)NC3(CCCC3)C2=O)c(C)n1-c1ccc2c(c1)OCO2
 : -0.25, -0.71, .
- COC(=O)CN(C#N)c1nc(C)cc(C)n1
 : 0.84, 0.46, -2
- O=C(CC(=O)NC1CCCCC1)N/N=C/c1cccc2ccccc12
 : -0.33, 0.61, -6
- Cc1ccc2c(c1)c1c3n2CCN(C(=O)CN2CCN(C)CC2)C3CCC1 (stereo not drawn)
 : -0.02, -0.26, .
- CC(=O)N(CCN1CCOCC1)Cc1cc2cc3c(cc2nc1Cl)OCO3
 : ., ., 0
- CN(C(=O)Nc1ccc(Cl)cc1)c1c2c(nn1C)CCCC2
 : 0.23, -0.03, -26
- CCOc1cc(N2CCOCC2)c(OCC)cc1NC(=O)Cn1[nH]c(=O)c2ccccc2c1=O
 : -0.01[8.1 µM], 0.86, .
- O=S(=O)(NCC1CCCO1)c1ccc2oc3ccc(S(=O)(=O)NCC4CCCO4)cc3c2c1 (stereo not drawn)
 : -0.37, -1.1, -338
- CC1CCN(C(=O)CSc2nnc(-c3ccc(S(=O)(=O)N4CCOCC4)cc3)n2C)CC1
 : -0.47, -0.89, -19
- Cc1cccc(CCNC(=O)CCc2c(C)nc3ncnn3c2C)c1
 : 1.2, 1.5, 3
- CCOC(=O)N1CCC(NC(=O)C2CCN(S(=O)(=O)c3cccc4cccnc34)CC2)CC1
 : 0.8, 0.83, 29
- CCCCS(=O)CC(CS(=O)CCCC)OC(=O)c1ccc(C)cc1 (stereo not drawn)
 : -0.1, -0.53, 24
- CCCOc1ccc(C2C(=O)N(C3CCCCC3)CC(=O)N2CCC)cc1OC (stereo not drawn)
 : 1.5, 2, .
- CC1=Nc2cccc3cccc(c23)N1C
 : -0.04, -0.73, 50
- Clc1ccc(SCc2cc(-c3ccc(Cl)cc3)on2)cc1
 : -0.27, -0.6, -13
- c1ccc(CSc2ncn(-c3ccccc3)n2)cc1
 : 0.01, -0.04, -16
- COc1cc(C(=O)Nc2ccc(S(=O)(=O)NC(C)(C)C)cc2)cc(OC)c1OC
 : 0.58, -0.51, -23
- C=CCn1c(=S)[nH]c2sc3c(c2c1=O)CCC3
 : 0.33, -0.3, 48
- O=C(Nc1ccc(Cl)cc1)OCCn1nnnc1C(c1ccccc1Cl)N1CCOCC1 (stereo not drawn)
 : 0.32, 0.3, -3
- C=CCn1c(SCc2c(F)cccc2Cl)nnc1-c1ccco1
 : -1.3, -0.66, -18
- CC1(C)CC(=O)C2=C(C1)N(c1ccc(Cl)cc1)C(=O)C2(O)C(F)(F)F (stereo not drawn)
 : 0.52, 0.21, 19
- Cc1noc(C)c1COc1ccc(C(=O)OCC(=O)NC2CCCCC2C)cc1 (stereo not drawn)
 : -0.64, -0.38, 6
- COc1cc2c(cc1NC(=O)c1ccc(C)c([N+](=O)[O-])c1)oc1ccccc12
 : -0.43, 1.3, 15
- NC(=O)c1cc2ccccc2o/c1=N\NC(=O)c1ccncc1
 : ., ., 17
- Cc1occc1-c1nnc(SCC(=O)Nc2nccs2)n1Cc1ccco1
 : -0.04, -0.46, .
- COC(=O)CSc1cc(SCC(=O)OC)c(C#N)c(SCC(=O)OC)c1
 : 0.05, -0.64, .

Next section
Values in the order: SDO1 yeast rescue, SDO1 yeast rescue Rescue 24 h, INS promoter inh
- CC1=C(/C=N/Nc2ccc([N+](=O)[O-])cc2[N+](=O)[O-])C(C)(C)CCC1
 : 0.36, 1.3, -19
- Oc1ccc(Nc2nc(-c3ccc(O)cc3)cs2)cc1
 : 0.63, -0.36, 25
- CN(C)S(=O)(=O)Nc1ccc(Oc2ccccc2)cc1
 : 0.67, 0.02, -136
- Cc1cc(C)n(/N=C/c2ccc(C(C)C)cc2)c(=O)c1C#N
 : -0.43, 0, -64
- O=C(NCc1ccncc1)c1ccc(Br)o1
 : 0.6, 0.46, 33
- Cc1ccccc1NC(=O)c1ccccc1
 : 0.43, 0.27, 38
- CCc1c(C)nc2ncnn2c1N1CCCC(C(=O)NCCc2ccccc2)C1 (stereo not drawn)
 : 0.23, -0.6, -4
- Cc1cc(C)cc(N(C(=O)c2csnn2)C(C(=O)NC(C)(C)C)c2cccs2)c1 (stereo not drawn)
 : 0.04, 0.45, -3
- O=C(CNc1cccc(C(F)(F)F)c1)N/N=C/c1cccc(Br)c1
 : -1.5, -1.2, .
- COc1cccc(C2=CC(c3cc(OC)ccc3OC)n3nnnc3N2)c1 (stereo not drawn)
 : -0.56, 0.01, -15
- C/C(=N\OC(=O)c1ccc(F)cc1)c1nccs1
 : -0.81, -0.38, 29
- Nc1cc(C(=O)c2ccccc2)ccc1N1CCOCC1
 : 1.5, 1.8, -338
- COc1ccccc1-c1nnc(SCCN2CCOCC2)n1-c1ccc(C)cc1
 : -0.17, -0.82, .
- CSc1nc2sc3c(c2c2nnnn12)CCCC3
 : -1.1, -0.76, -62
- CCOC(=O)c1sc(=NC(=O)c2ccccc2)n(C)c1C
 : ., ., 17
- C=CCn1c(C(C)(C)C)nc2ccccc21
 : ., ., 47
- COc1ccc(NC(=O)c2oc3cc(C)c(C)cc3c2C)c(OC)c1
 : -1.6, 0.49, 60

Screening results (PubChem BioAssay)
